TexasRed fluor: Total Fluorescence Counterscreen for Inhibitors of the Interaction of Thyroid Hormone Receptor and Steroid Receptor Coregulator 2 | Potency, µM (highest dose often 106 µM), without a hit: at the top dose fluorescence change, negative = quenching | TRb/SRC2 Texas Red total fluorescence interference | 280,000 compounds, 0.29% hits | AID 1479, 2009; active = well fitted curve in either direction with a large enough effect; inconclusive = small, poorly fitted or top-dose-only effect
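Flags fluorescent or light-absorbing compounds by total fluorescence, S + 2P, at 555 nm excitation and 632 nm emission. Mixture: 20 nM Texas Red SRC2 peptide, 0.6 uM human TRb LBD, 1 uM T3, 5% DMSO; compound exposure 5 h at ambient temperature.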
RECQ1 helicase: qHTS Assay for Inhibitors of RecQ-Like Dna Helicase 1 (RECQ1); ATP-dependent DNA helicase Q1 (Homo sapiens), P46063; RECQ1 DNA unwinding, red fluorescence kinetic read; Potency, µM (titrated, usually from 57.3 µM), without a hit: at the highest dose activity, negative = inhibition, hits mostly inhibitors; 240,000 compounds, 0.54% hits;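 note: plate controls were vehicle for no effect and no enzyme for full effect; nearly all actives have a fitted effect of over 30% in size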
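50 nM RECQ1T1 preincubated 15 min with compound in Tris pH 8.0 buffer with MgCl2, DTT, Tween-20 and 2.5 ug/ml poly(dI-dC); started with 200 nM TAMRA/BHQ-2 forked duplex and 2 mM ATP. Unwinding read as fluorescence (525/598 nm), two reads 2 h apart.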
JMJD2E inh: qHTS Assay for Inhibitors of Human Jumonji Domain Containing 2E (JMJD2E); Lysine-specific demethylase 4E (Homo sapiens), B2RXH2; JMJD2E catalytic domain, FDH-coupled NADH fluorescence (FDH is formaldehyde dehydrogenase); Potency, µM (series often up to 57.1 µM), inactives show top-dose activity change, negative = inhibition, most hits filed as inhibitors; 230,000 compounds, 1.6% hits; AID 2147, 2009; active = well fitted inhibition curve with a large enough effect, not every such curve was filed as active; inconclusive = small, poorly fitted or top-dose-only effect, or another doubt; inactive = no such curve, though single readings can be large or run the other way;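 note: 0% = wells with enzyme and -100% = buffer wells without enzyme; nearly all actives have a fitted effect of over 50% in size; many of its hits are not listed in these tables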
Target sequence (B2RXH2 1-337 limits assumed): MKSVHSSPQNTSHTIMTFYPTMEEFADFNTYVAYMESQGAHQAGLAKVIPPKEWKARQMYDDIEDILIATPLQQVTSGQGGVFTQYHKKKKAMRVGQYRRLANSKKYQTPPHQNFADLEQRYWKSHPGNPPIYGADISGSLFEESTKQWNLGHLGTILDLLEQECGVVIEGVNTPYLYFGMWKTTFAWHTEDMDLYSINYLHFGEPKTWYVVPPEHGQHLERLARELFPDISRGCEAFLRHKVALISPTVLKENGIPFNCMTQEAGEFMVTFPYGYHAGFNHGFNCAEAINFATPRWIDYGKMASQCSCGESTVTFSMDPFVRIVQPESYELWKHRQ
L3MBTL1 inh: qHTS Assay for the Inhibitors of L3MBTL1. Lethal(3)malignant brain tumor-like protein 1 (Homo sapiens), Q9Y468. AlphaScreen L3MBTL1–H3K9me1 peptide binding. Potency, µM (titrated, usually from 57.1 µM), without a hit: top-dose activity, negative = inhibition, usual class: inhibitors. 230,000 compounds, 0.66% hits; note: nearly all actives have a fitted effect of over 60% in size
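AlphaScreen proximity signal between nickel-chelate acceptor and streptavidin donor beads (final 10 ug/mL) reports binding of 50 nM L3MBTL1 to 75 nM biotin-H3 K9me1 peptide; complex incubated with compounds 30 min at room temperature; cefsulodin titration as control.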
TRb-SRC2 inh: qHTS for Inhibitors of the Interaction of Thyroid Hormone Receptor and Steroid Receptor Coregulator 2. Thyroid hormone receptor beta (Homo sapiens), P10828. TRbeta-SRC2 peptide binding, fluorescence polarization; receptor liganded with 1 µM T3. Potency, µM (series often up to 106 µM), inactives show top-dose activity change, negative = inhibition, hits mostly inhibitors. 280,000 compounds, 0.065% hits. AID 1469, 2008;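 note: plate controls were bound peptide for no effect and peptide without receptor for full effect; nearly all actives have a fitted effect of over 50% in size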
Target sequence (P10828 whole entry, looked up): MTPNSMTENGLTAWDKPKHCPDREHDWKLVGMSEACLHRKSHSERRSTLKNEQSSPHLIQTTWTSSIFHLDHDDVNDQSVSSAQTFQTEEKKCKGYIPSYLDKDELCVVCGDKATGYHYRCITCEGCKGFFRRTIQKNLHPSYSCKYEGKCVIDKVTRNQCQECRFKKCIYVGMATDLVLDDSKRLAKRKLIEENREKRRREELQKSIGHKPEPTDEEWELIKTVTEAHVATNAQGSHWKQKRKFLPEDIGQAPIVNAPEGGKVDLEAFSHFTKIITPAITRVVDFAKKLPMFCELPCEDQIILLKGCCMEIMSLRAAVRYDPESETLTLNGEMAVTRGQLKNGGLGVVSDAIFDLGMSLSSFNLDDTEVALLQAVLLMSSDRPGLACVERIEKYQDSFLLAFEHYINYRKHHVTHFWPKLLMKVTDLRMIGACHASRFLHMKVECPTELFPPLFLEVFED
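Fluorescence polarization of 20 nM Texas Red SRC2 peptide (20-aa NR interaction domain) bound to 0.6 uM human TRb ligand-binding domain, with 1 uM T3, after 5 hr at ambient temperature; inhibition seen as decreased polarization.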
Tau ThT inhib: qHTS for Inhibitors of Tau Fibril Formation, Thioflavin T Binding | Microtubule-associated protein tau (Homo sapiens), P10636 | recombinant tau K18 P301L (four-repeat tau fragment), heparin-induced fibrillization, ThT fluorescence | Potency, µM (doses to about 57.4 µM), for inactives: top-dose activity, negative = inhibition, actives largely listed as inhibitors | 270,000 compounds, 2.1% hits; note: nearly all actives have a fitted effect of over 55% in size
Target sequence (P10636 561-689 P618L limits assumed): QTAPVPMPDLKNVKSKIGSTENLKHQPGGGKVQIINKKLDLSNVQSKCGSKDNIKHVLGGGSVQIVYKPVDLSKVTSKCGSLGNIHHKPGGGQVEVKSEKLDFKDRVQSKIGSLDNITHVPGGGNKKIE
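K18 P301L tau (15 uM + 0.24 uM Alexa 594-tagged), heparin 20 uM, NaOAc pH 7, 6 h 37 C; ThT 30 uM, 1 h RT, ex 450/em 510 nm.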
Tau fibril FP: qHTS for Inhibitors of Tau Fibril Formation, Fluorescence Polarization; 280,000 compounds, 0.39% hits; K18 P301L tau heparin fibrillization, Alexa594 FP, 6 h; Microtubule-associated protein tau (Homo sapiens), P10636; Potency, µM (top dose mostly 57.7 µM), for the others: top-dose activity, negative = inhibition, most hits filed as inhibitors; AID 1468, 2008; note: nearly all actives have a fitted effect of over 55% in size
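Compound effects on tau fibrillization are measured by Alexa 594 fluorescence polarization (ex 555, em 632 nm). K18 P301L tau is used at 15 uM with 0.24 uM labeled tracer, and 20 uM heparin induces aggregation over 6 hr at 37 C.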
GoLoco inh red: qHTS Assay for Inhibitors of RGS12 GoLoco Motif Activity (Red Fluorophore). Guanine nucleotide-binding protein G(i) subunit alpha-1 (Homo sapiens), P63096. Gai1:RGS12 GoLoco peptide FP, rhodamine, 10 min. Potency, µM (titrated, usually from 61.6 µM), for the others: top-dose activity, negative = inhibition, most hits filed as inhibitors. 230,000 compounds, 0.44% hits; active = well fitted inhibition curve with a large enough effect, not every such curve was filed as active; inactive = no such curve, though single readings can be large or run the other way; note: nearly all actives have a fitted effect of over 30% in size; many of its hits are not listed in these tables
* marks the source's active call; other numbers are inactive results; i = inactive; u = inconclusive; x = no result given; & = joins results of further samples; [ ] = another dose, or the depositor's remark. Unless noted, calls come from the whole dose curve; as a rule, active = well fitted curve in the direction sought with a large enough effect; inconclusive = small, poorly fitted or top-dose-only effect, or another doubt; inactive = no such curve, though single readings can be large; an effect the other way counts as inactive or inconclusive. Unless noted, % is set by controls: 0 for no effect and ±100 for the full control effect; potency is the fitted concentration of half-maximal effect. The list is partial, so the mix of outcomes need not match the whole.

Sample of the layout (4 entries):
structure,JMJD2E inh,GoLoco inh red,L3MBTL1 inh,Tau ThT inhib,RECQ1 helicase,Tau fibril FP,TexasRed fluor,TRb-SRC2 inh
COc1c2ccoc2c(OC)c2oc(=O)ccc12,-3%,0%&2%,x,-8%&-3%,4%&-16%,-5%&1%,-5%&3%,-5%&-2%
CCOc1ccc(Cc2n[nH]c(=S)n2N)cc1,-1%,-2%,0%,10%,0%,5%,1%,4%
O=C(NCCCn1ccnc1)C(F)(F)C(F)(F)C(=O)NCCCn1ccnc1,9%,-3%,u,11%,i,2%,2%,-13%
CC(=O)OC1CC[C@@]2(C)C3=CC(=O)[C@]4(C)C(CC5OC6(OCC(C)CC6Br)C(C)C54)C3CC[C@H]2C1 (stereo not given in full),0%,6%,x,-1%,-6%,-3%,u,0%

The list itself, from the start:
structure,JMJD2E inh,GoLoco inh red,L3MBTL1 inh,Tau ThT inhib,RECQ1 helicase,Tau fibril FP,TexasRed fluor,TRb-SRC2 inh
COc1c2ccoc2c(OC)c2oc(=O)ccc12,-3%,0%&2%,x,-8%&-3%,4%&-16%,-5%&1%,-5%&3%,-5%&-2%
CCOc1ccc(Cc2n[nH]c(=S)n2N)cc1,-1%,-2%,0%,10%,0%,5%,1%,4%
O=C(NCCCn1ccnc1)C(F)(F)C(F)(F)C(=O)NCCCn1ccnc1,9%,-3%,u,11%,i,2%,2%,-13%
CC(=O)OC1CC[C@@]2(C)C3=CC(=O)[C@]4(C)C(CC5OC6(OCC(C)CC6Br)C(C)C54)C3CC[C@H]2C1 (stereo not given in full),0%,6%,x,-1%,-6%,-3%,u,0%
COc1ccccc1/C=C/C=N/n1c(-c2ccc(C)cc2)n[nH]c1=S,-8%,18%,-5%,-18%,0%,u,1%,-1%
CSc1ccccc1NC(=O)COC(=O)c1c[nH]c(=O)[nH]c1=O,-8%,-1%,23%,0%,-8%,-3%,-3%,0%
CCOc1cc(CNn2cnnc2SCC(=O)NC(C)(C)C)ccc1OCC(=O)NC(C)(C)C,3%,8%,-7%[11.4 µM],2%,i,4%,-6%,-1%
CN(C)c1nc(N(C)C)nc(N2CC(CCl)OC2=N)n1 (stereo not given),u,16%,-9%,15%,-11%,-7%[2.34 µM],14%,10%
COc1ccccc1N1CCN(c2ncccc2-c2nc(-c3ccc(Cl)cc3)no2)CC1,x,x,x,8%,x,-13%,-2%,0%
Cc1ccc(NC(=O)CSc2nsc(SCC(=O)Nc3ccc(C)cc3C)c2C#N)c(C)c1,9%,x,6%,8%,-9%,-10%,-5%,-7%
O=C(O)c1ccc(CNC(=O)c2ccccc2NC(=O)c2cccc([N+](=O)[O-])c2)cc1,2%,1%,x,-1%,-3%,u,-9%,-8%
O=C(N/N=C/c1cccnc1)c1cc(-c2cccs2)nc2ccccc12,u,3%,-4%,11%,-5%,-15%,-2%,1%
COC(=O)c1c(N2C(=O)Nc3ccccc3N2O)sc(C)c1C,0%,9%,x,0%,i,8%,1%,2%
O=C(c1cc(-c2ccc(Br)cc2)n[nH]1)N1CCN(S(=O)(=O)c2ccc(Br)s2)CC1,x,x,x,u,x,u,-18%,7%
CCOC(=O)Cc1csc(SCc2nc3sc4c(c3c(=O)[nH]2)CCC4)n1,-2%,7%,x,-18%,i,10%,1%,1%
CC(=O)Nc1nc(-c2ccc(Cl)cc2)ns1,-1%,14%,9%,-10%,-18%,-5%,-2%,-2%
O=C(COC(=O)c1ccc[nH]c1=O)Nc1ccc(S(=O)(=O)N2CCCC2)cc1,u,-7%,x,5%,0%,-5%,0%,-4%
COc1ccc(-c2nn(-c3ccccc3)cc2/C=N/NC(=O)c2cccc(S(=O)(=O)Nc3ccccc3OC)c2)cc1,u,3%,-3%,2%,-10%,u,2%,-6%
N#Cc1cc(N)ccc1Sc1ccc(Cl)cc1,u,-11%,9%,-15%,-9%,-1%,-1%,2%
Cc1ccc(NC(=O)Cn2cc3c(n2)CCCC3)c(Cl)c1,x,x,x,-7%,x,1%,-2%,4%
Cc1ccc(NC(=O)C2CCCN(C(=O)c3ccc(Cl)cc3)C2)cc1 (stereo not given),0%,4%,-4%,-4%,11%,-3%,-2%,9%
COc1ccc(COc2cc(-c3cccc(OC)c3)nc3ccc(NC(=O)c4ccccc4)cc23)cc1,u,-3%&0%,-9%,u,-10%,u,u,-9%&-3%
CC1CCN(c2ccc(NC(=O)c3cccnc3Cl)cc2)CC1,-3%,20%,-7%,2%,-5%,2%[2.34 µM],2%[53 µM],-9%[53 µM]
O=C(Nc1nc2cc3c(cc2s1)OCO3)c1cccc(N2C(=O)CCC2=O)c1,x,7%,x,x,3%,-5%,-5%,-8%
COCCn1c(SCC(=O)Nc2ncc(Cl)c(C)c2Cl)nc2ccccc21,3%,11%,x,-13%,i,2%,-3%,-12%
O=C1c2ccccc2NC(c2ccc3c(c2)OCO3)N1O (stereo not given),u,3%,0%,-7%,-7%,3%,0%,-2%
COC(=O)c1cc(=O)n2c(-c3ccc(OC)cc3)csc2n1,-2%,2%,12%,-7%,i,5%,-2%,-15%
CC(C)NC(=O)c1cccc(C(F)(F)F)c1,3%,0%,5%,-1%,-8%,-6%,1%,-7%
CCOc1ncccc1C(=O)OCC(=O)NCCc1ccc(OC)cc1,7%,-1%,0%,0%,-2%,1%,1%,1%
Cc1ccc(C(C)(C)C)c(OCCCCN2CCCC2)c1,0%,-15%,u,-10%,i,5%,-1%,-16%

Entries of single compounds as entered above. Values in the order: JMJD2E inh	GoLoco inh red	L3MBTL1 inh	Tau ThT inhib	RECQ1 helicase	Tau fibril FP	TexasRed fluor	TRb-SRC2 inh
CCOc1ccc(Cc2n[nH]c(=S)n2N)cc1 is listed as -1%	-2%	0%	10%	0%	5%	1%	4%
COCCn1c(SCC(=O)Nc2ncc(Cl)c(C)c2Cl)nc2ccccc21 is listed as 3%	11%	x	-13%	i	2%	-3%	-12%

(further entries)
structure,JMJD2E inh,GoLoco inh red,L3MBTL1 inh,Tau ThT inhib,RECQ1 helicase,Tau fibril FP,TexasRed fluor,TRb-SRC2 inh
COc1cc(/C=N/NC(=O)CCOc2ccccc2C)cc(Br)c1O,u,3%,x,u,-1%,8%,-2%,5%
CS(=O)(=O)N1CCC(C(=O)Nc2ccccc2)CC1,5%,13%,x,-11%,6%,u,-8%,-5%
CCc1ccc2nc(N(Cc3cccnc3)C(=O)c3cccs3)sc2c1,x,x,x,-10%,x,-12%,-2%,-6%
Cc1nc(N)c(S(=O)(=O)c2ccccc2)c(Nc2ccc(Br)cc2)n1,x,x,x,-6%,x,-13%,3%,8%
O=C(NCCCN1CCOCC1)c1c(O)c2ccccc2[nH]c1=O,u,9%,-2%,-14%,5%,-10%,-3%,2%
CCN1CCN(c2oc(-c3ccc(COc4ccccc4C)o3)nc2C#N)CC1,x,x,x,-7%,x,8%,28µM*[quencher],-11%
Cc1ccc(S(=O)(=O)Nc2ccc(N3CCN(C)CC3)nc2)cc1,5%,-6%,-8%,-7%,-15%,13%,-6%,-10%
N#Cc1cc(Oc2cccnc2)c(Oc2cccnc2)cc1C#N,-2%,3%,x,-15%,i,5%,-2%,-8%
Cc1ccc(CNC(=O)CCCn2c(=O)c3ccccc3n(CC(=O)C(C)(C)C)c2=O)cc1,x,x,x,-4%,x,-6%,0%,-4%
CN(C)/C=C(\C#N)S(=O)(=O)c1ccc(Cl)cc1,8%,-2%,7%,5%,12%,4%,0%,-1%
COc1ccc(-c2cccc(C(=O)Nc3cccc(C(=O)O)c3)c2)cc1,7%,14%,-6%,-2%,0%,3%,1%,-3%
Cc1ccc(C)c(OCC(=O)N/N=C\c2cccn2C)c1,-1%,3%,x,u,-6%,-2%,0%,3%
Cc1ccc(N(Cc2cc3ccccc3[nH]c2=O)C(=O)c2cccs2)cc1,u,-1%,-2%,4%,-3%,3%,-2%[53 µM],-6%[53 µM]
Cc1cc(C)n(-c2nc(-c3ccccc3)cs2)n1,5%,-2%,x,u,-17%,-5%,-2%,-2%
CCSc1nnc(Cc2cc(=O)[nH]c(=O)[nH]2)n1-c1cc(C)ccc1C,-1%,-5%,8%,-4%,i,-11%,1%,-28%
CC(C)S(=O)(=O)c1cnc(-c2ccccn2)nc1N,-9%,-66%,-15%,-10%,-4%,-10%,-3%,6%
CCCCc1c(O)nc(N2CCN(Cc3ccccc3)CC2)[nH]c1=O,6%,1%,3%,-3%,2%,4%,-2%,-12%
CCN1C(=O)/C(=C\c2cn(CCC#N)nc2-c2ccc(F)cc2)SC1=S,-8%,50%[activator],-3%,u,-16%,u,4%,7%
CCOC(=O)N/N=C1/C[C@@H](O)[C@@H](O)[C@@H]2[C@@H]3C(=O)N(Cc4ccc5c(c4)OCO5)C(=O)[C@H]3CC[C@@H]12,x,x,x,-4%[11.5 µM],i[11.5 µM],-1%[11.6 µM],-3%[11.2 µM],-6%[11.2 µM]
CCOC(=O)c1ccc(NC(=O)c2nc[nH]c2C(=O)N2CCN(C(=O)OC(C)(C)C)CC2)cc1,-2%,5%,x,-1%,i,-13%,-2%,-3%

High-throughput results from PubChem.
